Assay outcomes deposited in PubChem BioAssay by several laboratories.
S1P3 antag = blocks the human S1P3 receptor; CHO S1P3 NFAT-BLA reporter, FRET fluorescence, antagonist mode; inhibition, % at 4.98 µM; 0.27% of 170,000 active;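 active = inhibition above the plate cutoff, the mean inhibition of test wells on that plate plus 3 SD, cut at about 28% in these data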;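 also: cells challenged with S1P at its EC80 of 0.8 µM; blue over green emission ratio from cleaved BLA substrate after 4 h stimulation; 0% = S1P-stimulated wells and 100% = unstimulated DMSO-only wells; some compounds past the cut are filed as inactive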
PPARg SRC2 recr = PPARgamma-driven SRC-2 recruitment agonism; activation, % at 8 µM; PPARgamma LBD-SRC-2 recruitment, biochemical; 0.34% of 200,000 active; P37231; in the data active = activation above about 22%;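 also: 0% = vehicle and 100% = reference agonist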
Target sequence (P37231 whole entry, looked up, the tested form may be a part): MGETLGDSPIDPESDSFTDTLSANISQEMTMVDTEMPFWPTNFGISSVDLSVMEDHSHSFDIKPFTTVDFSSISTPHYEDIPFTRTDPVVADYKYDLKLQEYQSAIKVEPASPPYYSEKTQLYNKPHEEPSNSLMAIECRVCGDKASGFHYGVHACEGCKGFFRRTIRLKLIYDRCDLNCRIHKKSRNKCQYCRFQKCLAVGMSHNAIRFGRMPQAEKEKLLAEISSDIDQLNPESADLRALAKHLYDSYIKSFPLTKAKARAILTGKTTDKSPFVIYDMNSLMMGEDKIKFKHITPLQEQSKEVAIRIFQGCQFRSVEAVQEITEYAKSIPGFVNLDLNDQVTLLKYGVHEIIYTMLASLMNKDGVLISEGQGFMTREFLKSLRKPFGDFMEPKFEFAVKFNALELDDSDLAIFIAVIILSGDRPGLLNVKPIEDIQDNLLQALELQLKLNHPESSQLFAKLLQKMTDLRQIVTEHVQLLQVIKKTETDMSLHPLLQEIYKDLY
L major viab = Leishmania major promastigote growth inhibition; inhibition, % at 10 µM; 9% of 200,000 active; Leishmania major promastigotes, resazurin fluorescence viability; in the data active = inhibition above about 50%;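 also: promastigotes grown with compound for 44 hours at 28 °C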
DTT redox prof = compounds producing H2O2 with reducing agent – biochemical, NIH compound library profiling, artefact control for MLSCN library redox annotation, primary screen; DTT-dependent redox cycling H2O2, phenol red/HRP absorbance; 100% = 100 µM peroxide control, 0% = buffer; activation, % at 10 µM; 0.03% of 200,000 active; AID 878;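 active = activation of at least 50% relative to the plate's high and low controls in the primary single-dose screen; inactive = activation below 50%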;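 also: compound incubated with DTT at 0.8 mM final as the reducing agent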
RAM network inh = yeast RAM network inhibition; S. cerevisiae dse1pr::URA3 reporter, 5-FOA growth OD615, 2 d; analog-sensitive cbk1-as2 kinase mutant strain; inhibition, % at 50 µM; 1.8% of 190,000 active;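 active = inhibition above a set limit, 3 SD over mean compound inhibition, cut at about 8.4% in these data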;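 also: 0% = DMSO-only wells with no growth and 100% = 10 µM 1-NA-PP1 full growth; inhibition rescues growth on 5-FOA so higher OD means more RAM inhibition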
TR-FRET SRC-2 ct = flags TR-FRET format artefacts in PPARgamma SRC-2 recruitment agonist screen. 0.4% of 200,000 active. TR-FRET ratio at 8 µM. TR-FRET artefact counter-screen; active compounds read high. AID 1049; in the data active = TR-FRET ratio above about 2000; also: inactives centre near 1500; reference of the scale not given here
bIAP inhibitor = intestinal alkaline phosphatase (bovine) inhibition; AID 1019; 190,000 tested, under 10 active; purified bovine IAP, CDP-star luminescence, 30 min; inhibition, % at 20 µM;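 active = over 50% inhibition of intestinal alkaline phosphatase at 20 µM in the single-dose screen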
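Assay system: bovine IAP enzyme; medium: DEA buffer 100 mM, pH 9.8, with MgCl2 1.0 mM, ZnCl2 0.02 mM; doses: 20 µM single dose; incubation: enzyme reaction for 30 min at room temperature; detection: CDP-star luminescence signal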
ROMK primary = modulators of human ROMK potassium channel | P48048 | Tet-inducible ROMK, thallium flux fluorescence; actives lie on both sides | B-score at 10 µM | 2% of 130,000 active | AID 1918;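 active = signal ratio slope over the read window, or its plate-corrected B-score, at least 3 SD from the plate mean, either direction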;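 also: B-score of the F/F0 ratio slope over 7 to 12 s after thallium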
Target sequence (P48048 whole entry, looked up): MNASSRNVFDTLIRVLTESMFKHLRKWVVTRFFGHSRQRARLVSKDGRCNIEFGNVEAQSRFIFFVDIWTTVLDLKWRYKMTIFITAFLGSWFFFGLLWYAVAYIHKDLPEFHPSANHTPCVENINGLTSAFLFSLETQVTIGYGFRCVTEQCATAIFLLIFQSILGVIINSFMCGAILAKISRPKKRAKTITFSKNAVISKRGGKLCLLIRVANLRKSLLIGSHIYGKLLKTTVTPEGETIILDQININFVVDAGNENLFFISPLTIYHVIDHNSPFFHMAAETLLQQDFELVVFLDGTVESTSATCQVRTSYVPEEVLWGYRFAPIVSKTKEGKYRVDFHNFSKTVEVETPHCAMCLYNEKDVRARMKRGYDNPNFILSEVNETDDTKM
PPARg SRC1 recr = agonists of human PPARgamma SRC-1 coactivator recruitment | PPARgamma-SRC-1 coactivator recruitment biochemical assay | activation, % at 8 µM | 0.41% of 200,000 active; in the data active = activation above about 19%;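 also: 0% = DMSO and 100% = reference agonist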
PPARg SRC3 recr = agonists of human PPARgamma SRC-3 coactivator recruitment. biochemical PPARgamma/SRC-3 coactivator recruitment assay. activation, % at 8 µM. 0.26% of 200,000 active. P37231; in the data active = activation above about 23%;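 also: 0% = DMSO and 100% = reference agonist; some compounds past the cut are filed as inactive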
HMGR II inh = inhibitors of class II HMG-CoA reductase from Enterococcus faecalis; purified E. faecalis HMGR, NADPH absorbance 340 nm kinetic; inhibition, % at 10 µM; 0.41% of 190,000 active;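 active = inhibition above a set limit, the median over all tested compounds plus 3 SD, cut at about 9.5% in these data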;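 also: enzyme runs in reverse so mevalonate oxidation gives rising NADPH absorbance; 0% = complete reaction with DMSO and 100% = background rate lacking mevalonate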
Active calls of the source: *; x = not tested or not shown. No enrichment for hits; overall some 13% were active at least once.

Start of the listing, in advance (2 entries):
SMILES | S1P3 antag | PPARg SRC2 recr | L major viab | DTT redox prof | RAM network inh | TR-FRET SRC-2 ct | bIAP inhibitor | ROMK primary | PPARg SRC1 recr | PPARg SRC3 recr | HMGR II inh
COC(=O)C(CCSC)NC(=O)c1cc2c(n(-c3ccc(C)cc3)c1=O)CCCC2=O (stereo not drawn) | -1 | -5 | 48 | 0.3 | 1.2 | 1480 | -15 | 0.94 | 1 | -5 | -3
Cc1cc(N/N=C2/CCCc3ccccc32)nc2ccccc12 | 12 | 14 | 90* | -1.6 | 0.5 | 1535 | -7 | 1.3 | 11 | 6 | -4

Main list, from the first entry:
SMILES | S1P3 antag | PPARg SRC2 recr | L major viab | DTT redox prof | RAM network inh | TR-FRET SRC-2 ct | bIAP inhibitor | ROMK primary | PPARg SRC1 recr | PPARg SRC3 recr | HMGR II inh
COC(=O)C(CCSC)NC(=O)c1cc2c(n(-c3ccc(C)cc3)c1=O)CCCC2=O (stereo not drawn) | -1 | -5 | 48 | 0.3 | 1.2 | 1480 | -15 | 0.94 | 1 | -5 | -3
Cc1cc(N/N=C2/CCCc3ccccc32)nc2ccccc12 | 12 | 14 | 90* | -1.6 | 0.5 | 1535 | -7 | 1.3 | 11 | 6 | -4
CN1CCN(C(=O)c2ccc(N(C)S(=O)(=O)c3cccs3)cc2)CC1 | -11 | 2 | -7 | -0.3 | 1.7 | 1620 | 4 | x | -4 | 6 | 0
Cc1ccc(NC(=O)c2cccc3c2-c2ccccc2C3=O)cc1C | x | 1 | 2 | 0.1 | 3.3 | 1496 | 21 | 0.64 | 3 | 13 | -7
CCOc1ccc(C2NC(=O)c3sc(=S)n(-c4ccccc4)c3N2)cc1 (stereo not drawn) | -5 | 1 | 4 | 0.2 | 0.5 | 1271 | x | -0.43 | -9 | -2 | -6
CCn1cc(SCC(=O)NCc2ccc3c(c2)OCO3)c2ccccc21 | 2 | 2 | -3 | -1.2 | 2.6 | 1712 | 20 | x | 9 | 2 | -10
CCOc1ccc(C(=O)N2CCCN(C(=O)c3ccc(OCC)cc3)CC2)cc1 | -18 | 1 | -2 | 2.4 | -0.3 | 1514 | -14 | 0.02 | -1 | 2 | -3
Cc1cc(NS(=O)(=O)c2ccc(NC(=O)c3cc4ccccc4o3)cc2)nc(C)n1 | x | -2 | -5 | -0.2 | 0.2 | 1459 | 3 | 0.39 | -3 | 6 | 0
CCOC(=O)C1CCN(CC(=O)c2c(C)[nH]c3cc(C)ccc23)CC1 | 0 | -3 | 1 | 0.8 | 2.2 | 1469 | -18 | x | -1 | -14 | 3
CC(C)C(=O)Nc1nnc(Cc2ccccc2)s1 | 12 | -5 | 0 | 0.0 | 0.3 | 1427 | 1 | 1.5 | -4 | -5 | 3
O=C1Nc2ccccc2C(O)(C(=O)NC2CC2)N1c1ccc(Cl)c(Cl)c1 (stereo not drawn) | x | -2 | 3 | -1.4 | 0.6 | 1838 | 1 | x | -4 | 1 | -4
N#CC(C(=O)NC1CCCCC1)c1nc2ccccc2nc1N1CCN(c2ccccc2F)CC1 (stereo not drawn) | x | -15 | 11 | -1.0 | 5.0 | 1411 | -3 | -0.27 | 4 | -15 | -1
O=C(NNC(=O)C1CC1c1ccccc1)Nc1cccc(Cl)c1 (stereo not drawn) | x | 5 | -1 | -6.8 | 4.2 | 1530 | -2 | -1.4 | 2 | 4 | -2
NC(=O)c1ccsc1NC(=O)c1cccs1 | -15 | 16 | 3 | -3.0 | x | 1676 | x | x | 10 | 9 | x
CCOC(=O)c1cnn(-c2sc(C(=O)OCC)c(C)c2C(=O)OCC)c1N | -24 | 12 | -8 | 0.0 | x | 1575 | x | x | 4 | -8 | x
CC(NC(=O)C1(c2cccs2)CCOCC1)c1ccccc1 (stereo not drawn) | 7 | 0 | -3 | 0.4 | 2.8 | 1397 | 30 | x | -7 | 3 | -4
Cc1nc2cc(-c3sccc3-n3cccc3)nn2c(C)c1C | x | 12 | 8 | -7.5 | 4.8 | 1706 | 0 | x | 6 | 2 | -6
O=C(COc1ccccc1)Nc1ccccc1NS(=O)(=O)c1cccs1 | -16 | -3 | -1 | -0.4 | 1.2 | 1494 | -17 | 0.43 | 2 | -1 | 0
COC(=O)c1sc(N)c(C(=O)OC)c1COC(=O)CNS(=O)(=O)c1ccc(C)cc1 | -7 | -3 | 38 | 0.3 | 3.4 | 1496 | 11 | 0.089 | 1 | 3 | -1
CCOC(=O)N1CCC(Nc2ncnc3c2cnn3-c2ccccc2)CC1 | 3 | 5 | 19 | -0.4 | -0.3 | 1597 | 10 | x | 7 | 2 | -5
COc1cc(OC)cc(C(=O)N[C@H](C(=O)OCC(=O)c2ccc3c(c2)NC(=O)CO3)C(C)C)c1 | x | 5 | -1 | 0.1 | 0.2 | 1535 | 12 | 0.2 | 1 | -1 | 0
CC1=C(C(=O)c2ccccc2)C(c2cccc([N+](=O)[O-])c2)NC(=S)N1 (stereo not drawn) | -14 | 7 | 6 | -0.2 | 2.8 | 1692 | 24 | 0.65 | 18 | 8 | -6
CCc1nnc(NC(=O)c2nc3nccc(C)n3n2)s1 | -24 | 0 | -5 | 1.5 | 0.9 | 1574 | -13 | x | 8 | -2 | -5
COc1ccc(CCNC(=O)c2ccc3ccccc3n2)cc1OC | -24 | 0 | -3 | -0.2 | -1.2 | 1595 | -8 | 0.95 | -5 | -3 | -2
Cn1c(O)c(C=Nc2ccc(N3CCOCC3)cc2)c(=O)n(C)c1=S | -18 | 18 | 0 | -0.5 | 4.2 | 1681 | 9 | -0.6 | 2 | 2 | 1

Following part
SMILES | S1P3 antag | PPARg SRC2 recr | L major viab | DTT redox prof | RAM network inh | TR-FRET SRC-2 ct | bIAP inhibitor | ROMK primary | PPARg SRC1 recr | PPARg SRC3 recr | HMGR II inh
Cc1ccc(-n2nc(C(=O)O)cc2-c2ccccc2)cc1 | x | -6 | -7 | 0.2 | -1.2 | 1447 | 0 | -0.72 | -5 | -8 | -5
Cc1ccc2cc(CN(CCN3CCCC3)C(=O)Nc3ccccc3)c(=O)[nH]c2c1C | -22 | 7 | 31 | -0.8 | 0.9 | 1512 | -5 | 0.85 | 0 | -2 | -2
CCOC(=O)c1ccc(CNC(=O)CCC(=O)O)cc1 | x | 6 | -4 | 0.0 | 1.2 | 1492 | -2 | -0.24 | -1 | 6 | -6
C=CCCC(=O)Nc1nc(C)c(-c2csc(Nc3cccc(OC)c3)n2)s1 | x | 5 | 31 | -4.1 | 2.6 | 1550 | 11 | x | -2 | 17 | -4
Cc1ccc(-n2ncc3c(SCc4ccccn4)ncnc32)c(C)c1 | 0 | -7 | 7 | -0.3 | 0.5 | 1617 | -16 | -1.3 | -5 | -3 | -7
Cc1cc(Cl)c(S(=O)(=O)Nc2ccc3c(c2)OCO3)cc1OCC(=O)NC1CCCCC1 | x | 7 | 42 | 0.2 | 4.5 | 1684 | 3 | -1.1 | 7 | 1 | -2
CCCCC(=O)NC(=S)Nc1cc(C(=O)O)ccc1OC | -12 | 6 | -6 | -0.1 | 3.4 | 1599 | -10 | 0.94 | 7 | 7 | -6
CCC(CC)c1nnc(NC(=O)/C=C/c2ccco2)s1 | 12 | -2 | 30 | -0.3 | 3.2 | 1627 | -6 | x | 4 | 4 | -2
CC1(C)CC(=O)C=C(NNC(=O)OC(C)(C)C)C1 | -17 | 9 | -9 | -2.6 | 0.0 | 1638 | -2 | -0.16 | -3 | -4 | 4
c1cn(-c2ccc(-c3ccnc4ncnn34)cc2)cn1 | -8 | -7 | -4 | 0.0 | 1.7 | 1567 | 6 | 0.36 | -2 | 2 | -4
Cc1nc2cc(-c3ccccc3)sc2c(=O)n1N | 16 | -7 | 15 | -0.4 | 0.5 | 1405 | 6 | -1.1 | -2 | 0 | 0
O=C1c2ccccc2C(=O)N1CCCc1nc(-c2ccccc2)no1 | x | -9 | 3 | 1.5 | 3.9 | 1289 | -4 | x | 8 | 2 | -4
O=C1NCCN1Cc1ccc(F)cc1 | x | -3 | -2 | 2.0 | 0.5 | 1520 | 8 | 2.6 | 5 | -2 | -2
COc1ccc(OC)c2c1sc(=NC(=O)c1ccco1)n2C | -6 | 2 | 23 | -1.4 | 5.5 | 1495 | 6 | x | 1 | 0 | 4
Cc1ccc(S(=O)(=O)NC(CC(=O)N2CCc3ccccc32)c2ccco2)cc1 (stereo not drawn) | -15 | 5 | 17 | -1.9 | 4.5 | 1552 | 11 | x | 2 | 3 | 0
Fc1ccc(-c2cn3cc(C(F)(F)F)cc(Cl)c3n2)cc1 | x | -5 | -2 | 1.7 | 0.7 | 1369 | 2 | x | -4 | -5 | -7
C=CCOC(=O)C1=C(C)Nc2[nH]c(=O)[nH]c(=O)c2C1c1cccc(OC)c1 (stereo not drawn) | x | 7 | 0 | -0.6 | -1.3 | 1692 | 2 | x | 5 | 15 | -3
CCOc1c2ccc(C(=O)NCCCCc3ccccc3)cc2nn1C | x | 8 | -4 | -6.9 | 0.0 | 1734 | 9 | 0.56 | 0 | 2 | 3
O=C(CSc1nc(-c2ccco2)cc(C(F)(F)F)n1)Nc1cccnc1 | 2 | 2 | 22 | 0.4 | 0.7 | 1580 | 1 | x | 7 | 6 | 3
CCCn1c(SCC(=O)N(CC)CC)nnc1-c1ccncc1 | -5 | -10 | 12 | -0.1 | 0.6 | 1461 | 6 | 1.6 | 3 | -8 | 2
O=C(COC(=O)C1CC1)NCc1ccccc1Cl | x | 4 | -1 | 0.3 | 0.5 | 1481 | 15 | 0.031 | -4 | -16 | -1
CCSc1nc2ccccc2n1CC(=O)O | -8 | -7 | -4 | 0.6 | 1.2 | 1322 | 9 | 0.065 | 7 | -4 | -4
CN1CCC(=NNC(=O)COc2ccc(Cl)cc2)CC1 | 6 | -3 | -7 | -1.9 | -0.2 | 1758 | 10 | 0.69 | 0 | -1 | -5
O=S(=O)(c1ccc(Cl)c(Cl)c1)N1CCc2nc3ccccc3n2CC1 | x | 2 | -3 | -4.9 | 1.9 | 1694 | 12 | x | 3 | 6 | -5
CCS(=O)(=O)c1ccc2oc(SCC(=O)NC34CC5CC(CC(C5)C3)C4)nc2c1 | x | 12 | 39 | 0.4 | -0.1 | 1657 | 4 | 0.055 | 4 | 1 | 1
CCCC(=O)Nc1ccc(NC(=O)c2ccccn2)cn1 | x | -6 | 5 | -0.5 | 0.6 | 1443 | 2 | -0.4 | -2 | -9 | -1
Cc1ccc(NC(=O)Nc2ccc3c(c2)OCO3)nc1 | 1 | 5 | 10 | -0.2 | 2.0 | 1509 | 4 | x | 4 | 2 | -2
Cc1nc2ncccn2c1-c1csc(NCc2ccco2)n1 | -7 | 11 | 1 | 0.4 | 0.2 | 1691 | 2 | x | 8 | 6 | 1
Cc1cccc(C(C)(C)C)c1OCCOCCN1CCCC1 | 9 | -4 | 50 | 0.3 | 1.2 | 1414 | 7 | -0.58 | 0 | 5 | 1

Some entries already given with just L major viab, S1P3 antag and ROMK primary:
SMILES	L major viab	S1P3 antag	ROMK primary
CCOc1c2ccc(C(=O)NCCCCc3ccccc3)cc2nn1C	-4	x	0.56
O=C(CSc1nc(-c2ccco2)cc(C(F)(F)F)n1)Nc1cccnc1	22	2	x
